Screening results from PubChem BioAssay.
TRPC4 potent = allosterically enhances the mouse TRPC4 cation channel; Q9QUQ5; HEK293 TRPC4beta/mu-opioid, DAMGO EC20, Fluo-4 Ca2+ flux; hits give high values; B-score at 10 µM; 0.42% of 310,000 active;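 active means B-score of calcium response area above 5 SD of library B-scores, with initial fluorescence ratio within 5 SD of library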;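 further: B-score of integrated fluorescence ratio over time as area under calcium response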
MrgX1 PAM = allosterically activates human MrgX1 receptor signaling | Q96LB2 | MrgX1-HEK293, Fluo-4 calcium flux, FDSS; hits give high values | 0.63% of 310,000 active | B-score at 10 µM;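 active means plate-corrected calcium response at least 3 library SD above typical, normal starting fluorescence, not activating the receptor alone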;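 further: compound read alongside a low EC10 to EC30 dose of BAM8-22 agonist; peak minus trough fluorescence over baseline measured at the second addition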
ANO1 block = blocks the mouse calcium-activated chloride channel TMEM16A. Q8BHY3. HEK293 TMEM16A/YFP iodide influx fluorescence, ionomycin. normalized B-score (activity score, 25-100; higher = stronger inhibition) at 10 µM. 1.2% of 310,000 active. AID 588511;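 active means ratio plate-corrected score three or more library SD toward inhibition, starting fluorescence score within five deviations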;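 further: score derived from kinetic fluorescence span divided by baseline fluorescence per well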
ANO1 activ = mouse TMEM16A channel activation, primary screen; 0.3% of 340,000 active; Q8BHY3; B-score at 10 µM; HEK293 TMEM16A/YFP-H148Q/I152L, iodide quench fluorescence; hits give low values;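 active means fluorescence-ratio B-score plate-corrected deviation score at least 3 library SD below zero, with starting fluorescence score within 5 deviations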;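 further: channel opened by trigger with iodide after compound preincubation; score built on the fluorescence ratio of max minus min over baseline; more negative score means more quench and so TMEM16A activation or potentiation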
TRPC6 activator = activates the mouse TRPC6 cation channel | Q61143 | HEK293-TRPC6 membrane potential dye fluorescence; hits give high values | B-score at 10 µM | 0.13% of 310,000 active;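 active means B-score of the integrated fluorescence ratio above library mean plus 3 SD, and starting fluorescence ratio within library mean plus 5 SD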;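 further: higher score means more depolarization so channel activation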
Target sequence (Q61143 whole entry, looked up): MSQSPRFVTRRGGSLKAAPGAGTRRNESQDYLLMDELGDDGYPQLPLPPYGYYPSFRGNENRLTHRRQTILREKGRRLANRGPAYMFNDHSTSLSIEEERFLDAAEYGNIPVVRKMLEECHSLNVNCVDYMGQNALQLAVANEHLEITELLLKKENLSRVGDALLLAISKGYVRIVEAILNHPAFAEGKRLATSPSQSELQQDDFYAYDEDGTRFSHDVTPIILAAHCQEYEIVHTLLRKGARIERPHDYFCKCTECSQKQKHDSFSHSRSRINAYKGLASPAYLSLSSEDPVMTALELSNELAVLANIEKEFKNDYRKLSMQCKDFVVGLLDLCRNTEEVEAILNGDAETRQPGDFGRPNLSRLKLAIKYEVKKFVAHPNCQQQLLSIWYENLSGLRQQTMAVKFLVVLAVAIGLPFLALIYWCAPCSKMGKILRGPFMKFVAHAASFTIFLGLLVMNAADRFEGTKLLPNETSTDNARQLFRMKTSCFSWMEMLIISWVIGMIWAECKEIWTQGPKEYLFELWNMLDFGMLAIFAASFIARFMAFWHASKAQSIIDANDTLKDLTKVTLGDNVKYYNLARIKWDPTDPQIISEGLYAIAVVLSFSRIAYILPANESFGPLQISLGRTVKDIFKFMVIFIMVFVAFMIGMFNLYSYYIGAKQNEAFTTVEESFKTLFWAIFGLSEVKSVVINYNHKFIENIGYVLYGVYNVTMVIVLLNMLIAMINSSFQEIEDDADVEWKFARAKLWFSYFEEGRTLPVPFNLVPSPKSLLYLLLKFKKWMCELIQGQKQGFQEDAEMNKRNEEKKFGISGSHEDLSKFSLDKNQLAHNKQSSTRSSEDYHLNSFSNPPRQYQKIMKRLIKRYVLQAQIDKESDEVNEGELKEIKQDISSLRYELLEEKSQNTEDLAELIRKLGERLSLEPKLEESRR
SKKanGAS inh = inhibitors of SKKanGAS S. pyogenes growth in kanamycin (SK-promoter or general growth effect); 1.3% of 300,000 active; inhibition, % at 7.5 µM; BacTiter-Glo, 6 h;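 active means mean replicate score, as percent of positive control median, at least 50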;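 further: strain carries kanamycin resistance gene driven by streptokinase promoter and grows in 40 µg/ml kanamycin; loss of luminescence reflects streptokinase promoter inhibition or plain growth inhibition; 0% = median of DMSO wells and 100% = positive control at its reference dose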
MrgX1 antag = antagonists of human MrgX1 receptor | Q96LB2 | MRGX1-HEK293 calcium flux, Fluo-4, BAM8-22 antagonism; hits give low values | 1.3% of 310,000 active | AID 588676 | B-score at 10 µM;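 active means calcium-response B-score plate-corrected more than 3 library SD below zero, starting fluorescence within 5 deviations, no agonist response on first addition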;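 further: peak minus trough fluorescence over baseline after final BAM8-22 challenge near maximal dose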
TRPC6 inh = inhibitors of mouse TRPC6 channel; HEK293-TRPC6, membrane potential dye, ACh-evoked depolarization; hits give low values; B-score at 10 µM; 1.1% of 310,000 active;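 active means B-score under library mean minus 3 SD, initial fluorescence not abnormally high, positive integrated signal ratio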;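 further: B-score derived from integrated fluorescence ratio over the kinetic read; more negative B-score means stronger inhibition of depolarization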
TRPC4 act = activators of mouse TRPC4 channel | 0.49% of 310,000 active | AID 2237 | B-score at 10 µM | HEK293 TRPC4beta/mu-opioid, Fluo4 calcium fluorescence; hits give high values;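 active means B-score above 5 SD of library B-scores, and initial fluorescence ratio not above library mean plus 5 SD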;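 further: positive B-score marks a calcium rise read as TRPC4 activation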
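Assay system: HEK293 stable line with TRPC4beta plus mu-opioid receptor; schedule: 45 min room-temperature Fluo4 loading, 110 s read; technique: kinetic Fluo4 calcium fluorescence; evaluation: integrated baseline-normalised fluorescence ratio, converted to per-well B score; controls: buffer (low) and maximal DAMGO (high)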
MrgX1 agonist = activates human MrgX1 receptor signaling. Q96LB2. MrgX1-HEK293 cells, Fluo-4 calcium fluorescence, agonist mode; hits give high values. B-score at 10 µM. 0.44% of 310,000 active;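 active means calcium response B-score plate-corrected fluorescence ratio at least 3 library SD, with starting fluorescence B-score inside 5 SD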
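Assay system: MrgX1-expressing HEK293 cells / Amount: fifteen thousand cells per well / Doses: test compound in the initial addition of three / Timing: cells plated overnight, dye loaded 0.5 h 37 °C, 0.5 h room temperature / Technique: kinetic calcium dye fluorescence, Fluo-4 NW / Control set: positive and negative controls per plate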
TRPC4 block = blocks the mouse TRPC4 cation channel. Q9QUQ5. HEK293 TRPC4beta/mu-opioid, DAMGO-evoked Fluo4 calcium flux; hits give low values. B-score at 10 µM. 0.39% of 300,000 active;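 active means B-score over 3 SD under the library average, no early fluorescence shift, positive overall ratio signal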
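Material: HEK293 cells with stable TRPC4beta plus mu-opioid receptor expression; probe or stimulus: DAMGO in two steps, submaximal then maximal; technique: Fluo4 calcium fluorescence by kinetic imaging, 5 s 1 Hz baseline; measure: integrated fluorescence ratio relative to baseline, converted to per-well B score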
* = called active by the depositor; i = inactive; . = no result given.

SMILES	TRPC4 potent	MrgX1 PAM	ANO1 block	ANO1 activ	TRPC6 activator	SKKanGAS inh	MrgX1 antag	TRPC6 inh	TRPC4 act	MrgX1 agonist	TRPC4 block
O=C(Cn1c(CCCO)nc2ccccc21)Nc1ccccc1-c1ccccc1	i	i	i	i	i	-1.0	i	i	i	i	i
Cc1cc(C)c(C#N)c(SCSCc2ccccc2)n1	i	i	i	i	i	-10.5	i	i	i	i	i
O=S(=O)(c1ccc2nc(N3CCN(c4ccccc4F)CC3)ccc2c1)N1CCCCC1	i	i	i	i	i	6.3	i	i	i	i	i
CC(=O)c1sc(NC(=O)CCNC(=O)c2ccco2)nc1-c1ccccc1	i	i	i	i	i	-2.2	i	i	i	i	i
COc1cc(C2N(c3ccccc3)CCN2c2ccccc2)ccc1OC(C)=O	i	i	i	i	i	6.0	i	i	i	i	i
COC(=O)c1c(N)sc2c1CCN(c1ncc(C(F)(F)F)cc1Cl)C2	i	i	i	i	i	5.1	i	i	i	i	i
CC1Cc2cc(/C(O)=C3/C(=O)C(=O)N(CCCn4ccnc4)C3c3ccco3)ccc2O1 (configuration not stated)	i	i	i	i	i	-5.7	i	i	i	i	i
Cc1oc(-c2ccccc2)cc1C(=O)Nc1ccc2ccccc2c1	i	i	i	i	i	-3.0	i	i	i	i	i
COc1ccc(NC(=O)c2ccco2)cn1	i	i	i	i	i	7.4	i	i	i	i	i
CC(C)Cn1c(N)c(C(=O)COC(=O)Cc2cccs2)c(=O)n(C)c1=O	i	i	i	i	i	-1.3	i	i	i	i	i
CC(C)OC(=O)c1cccc(C(=O)Nc2cccc(NC(=O)c3cccc(C(=O)OC(C)C)n3)n2)n1	i	i	i	i	i	-18.4	i	i	i	i	i
CCCCC(=O)Nc1nc(C)c(-c2csc(Nc3cc(Cl)ccc3OC)n2)s1	i	i	i	i	i	9.1	i	i	i	i	i
CC(C)Oc1ccc(C(=O)NC2CCN(Cc3ccccc3)CC2)cc1	i	i	i	i	i	-6.5	i	i	i	i	i
S=C(Nc1ccccc1)Nc1nc2ccccc2n1CCOc1ccc(Cl)cc1	i	i	i	i	i	-0.1	i	i	i	i	i
N#C/C(=C(/O)COc1ccc(Cl)cc1)c1nc2ccccc2s1	i	i	100*	i	i	89.9*	i	i	i	i	i
CC1CCc2c(sc(NC(=S)NC(=O)c3ccccc3)c2C#N)C1 (configuration not stated)	i	i	i	i	i	-5.0	i	i	i	i	i
CN(CCc1ccccn1)Cc1ccc(Cl)cc1	i	i	i	i	i	0.0	i	i	i	i	i
NS(=O)(=O)c1cccc(NC(=O)COC(=O)CCSc2ccccc2)c1	i	i	i	i	i	-1.8	i	i	i	i	i
O=C1[C@H]2[C@@H](c3ccc(F)cc3)N3C(=O)N(c4ccc(Br)cc4)C(=O)[C@@]3(Cc3ccccc3)[C@H]2C(=O)N1C1CCCCC1	i	i	i	i	i	7.5	i	i	i	i	i
C=CCn1c(SCC(=O)Nc2ccccc2C)nc2sc(C)c(C)c2c1=O	i	i	i	i	i	7.8	i	i	i	i	i
O=C(COC(=O)CNC(=O)c1cccc([N+](=O)[O-])c1)Nc1ccccc1OC(F)F	i	i	i	i	i	2.8	i	i	i	i	i
CN(C(=O)COC(=O)c1nc(Cl)ccc1Cl)c1ccccc1	i	i	i	i	i	0.1	i	i	i	i	i
Cc1ccc(C)c(-c2cc(C(=O)Nc3cccc(C(=O)O)c3)c3ccccc3n2)c1	i	i	i	i	i	23.0	i	i	i	i	i
CC1(C)C2CCC1(CS(=O)(=O)Nc1cccc(S(N)(=O)=O)c1)C(=O)C2 (configuration not stated)	i	i	i	i	i	4.8	i	i	i	i	i
O=C(CNC(=S)N(Cc1ccccc1F)C1CCCCC1)NCCN1CCOCC1	i	i	i	i	i	-0.8	i	i	i	i	i
SMILES	TRPC4 potent	MrgX1 PAM	ANO1 block	ANO1 activ	TRPC6 activator	SKKanGAS inh	MrgX1 antag	TRPC6 inh	TRPC4 act	MrgX1 agonist	TRPC4 block
Cc1cc(=O)c(C(=O)O)nn1-c1ccccc1F	i	i	i	i	i	1.8	i	i	i	i	i
O=C(COc1ccccc1)N1CCN=C1SCc1ccccc1	i	i	i	i	i	-7.2	i	i	i	i	i
N#CC1=C(N)Oc2cc(N)ccc2C1c1ccc(F)cc1 (configuration not stated)	i	i	i	i	i	6.8	i	i	i	i	i
O=C(NCc1cccs1)C(=O)NCC(c1ccco1)N1CCN(c2ccccc2F)CC1 (configuration not stated)	i	i	i	i	i	-3.8	i	i	i	i	i
COc1ccc(C(=O)NN(C)c2nc(C(F)(F)F)nc3ccccc23)cc1	i	i	i	i	i	-1.8	i	i	i	i	i
O=C(NC1CCCC1)C(c1ccncc1)N(CCCN1CCOCC1)C(=O)c1ccc(-c2ccccc2)[nH]1 (configuration not stated)	i	i	i	i	i	-12.0	i	-5.13*	i	i	i
Cc1ccc(NC(=O)/C(=C\C=C\c2ccccc2)NC(=O)c2ccccc2)cc1	i	i	i	i	i	-2.9	i	i	i	i	i
CCOc1cc(/C=C2\C(=N)N3N=C(N4CCCCC4)SC3=NC2=O)ccc1OC(=O)c1ccco1	i	i	i	i	i	7.7	i	i	i	i	i
O=C(CCc1ccccc1)Nc1cc(C(F)(F)F)ccc1Cl	i	i	i	i	i	0.8	-4.51*	i	i	i	i
Cc1cccc(CNC(=O)C(C)n2nc(C)c3c(C)n(-c4ccccc4)nc3c2=O)c1 (configuration not stated)	i	i	i	i	i	-2.6	i	i	i	i	i
O=C(NCc1ccc2c(c1)OCO2)C1CCCCC1	i	i	i	i	i	-3.5	i	i	i	i	i
N#CCC(=O)Nc1ccc(C(=O)NCc2ccccn2)cc1	i	i	i	i	i	-14.0	i	i	i	i	i
CCOc1ccc(NC(=O)Nc2ccc(N(C)C(C)=O)cc2)cc1	i	i	i	i	i	-51.9	i	i	i	i	i
CCOC(=O)c1cnc2c(cnn2C)c1NCCC#N	i	i	i	i	i	0.3	i	i	i	i	i
CCOC(=O)c1c(S(=O)(=O)Nc2cccc(Cl)c2)c(C)n(C)c1C	i	i	i	i	i	-0.7	i	i	i	i	i
Cc1ccc(NC(=O)COc2ccc(/C=C3/SC(=Nc4ccccc4)N(Cc4cccnc4)C3=O)cc2)cc1	i	i	i	i	i	8.8	i	i	i	i	i
COc1ccc(N2C(=O)/C(=C/c3ccc([N+](=O)[O-])cc3)N=C2C)c(OC)c1	i	i	i	i	i	-6.7	i	i	i	i	i
O=S(=O)(NC1CCCC1)c1ccc(Br)s1	i	i	i	i	i	0.3	i	i	i	i	i
COc1cccc(Nc2nc(-c3ccc(O)cc3)cs2)c1	i	i	i	i	i	3.5	i	i	i	i	i
CCCOc1ccc(C(=O)CCC(=O)OC(C)C(=O)Nc2ccc(NC(C)=O)cc2)cc1 (configuration not stated)	i	i	i	i	i	32.1	i	i	i	i	i
CCOc1ccc(/C(O)=C2/C(=O)C(=O)N(CCCN3CCOCC3)C2c2ccc(C)cc2)cc1C (configuration not stated)	i	i	i	i	i	0.5	i	i	i	i	i
CCn1c(SCC(=O)N2CCCC2)nc2c1c(=O)n(C)c(=O)n2C	i	i	i	i	i	-2.1	i	i	i	i	i
COC(=O)C(C(=O)OC)C(C[N+](=O)[O-])c1ccc(OC)cc1 (configuration not stated)	i	i	i	i	i	-3.4	i	i	i	i	i
CCc1ccc(NC(=O)c2ccc(Cn3cc([N+](=O)[O-])cn3)cc2)cc1	i	i	i	i	i	2.6	i	i	i	i	i
C#CCOCCOCCOCCNc1nc(N2CCN(C(=O)CCCCCCCCCCNC(=O)[C@H](CCCCN)n3cc(CCO)nn3)CC2)nc(N2CCN(C(=O)CCCCCCCCCCNC(=O)[C@H](CCCN=C(N)N)n3cc(C[C@@H](C)CC)nn3)CC2)n1	.	i	100*	-21.8*	.	.	i	.	.	153*	.
SMILES	TRPC4 potent	MrgX1 PAM	ANO1 block	ANO1 activ	TRPC6 activator	SKKanGAS inh	MrgX1 antag	TRPC6 inh	TRPC4 act	MrgX1 agonist	TRPC4 block
COC(=O)C1(CC2CC(c3ccncc3)=NO2)CCN(C(=O)OC(C)(C)C)CC1 (configuration not stated)	i	i	i	i	i	4.8	i	i	i	i	i
CCOC(=O)NC1(C(F)(F)F)NC(=O)N(C2CCCCC2)C1=O (configuration not stated)	i	i	i	i	i	0.7	i	i	i	i	i
COc1ccc(CCNC(=O)c2ccccc2C(=O)NCCc2ccc(OC)c(OC)c2)cc1OC	i	i	i	i	i	-7.1	i	i	i	i	i
COc1ccccc1CC(=O)N1CCN(c2ccccc2F)CC1	i	i	i	i	i	1.6	i	i	i	i	i
CCOCC(=O)Nc1nnc(COCC)s1	i	i	i	i	i	6.9	i	i	i	i	i
CS(=O)(=O)N(CC(=O)Nc1ccccc1C(=O)N1CCOCC1)c1ccccc1	i	i	i	i	i	-6.7	i	i	i	i	i
CCn1cc([N+](=O)[O-])c(C(=O)N2N=C(c3ccc(OC)cc3OC)CC2c2ccccc2O)n1 (configuration not stated)	i	i	i	i	i	-2.8	i	i	i	i	i
COc1cccc(OCc2cc(C(=O)N(C)Cc3nc(C)cs3)no2)c1	i	i	i	i	i	4.1	i	i	i	i	i
COC(=O)C1CCN(S(=O)(=O)Cc2ccccc2)CC1	i	i	i	i	i	-3.4	i	i	i	i	i
Cc1cc(Nc2ccc(Cl)cc2)nc(-c2ccccc2O)n1	i	i	i	i	i	-3.1	i	i	i	i	i
O=C(Nc1cccc(Cl)c1)c1csc(-c2ccccc2)n1	i	i	i	i	i	12.6	i	i	i	i	i
CC(CO)(CO)NC(=O)c1ccc(=O)[nH]n1	i	i	i	i	i	-2.4	i	i	i	i	i
COc1ccc(OC)c(Cc2nnc(CCC(=O)NC3CCCCCCC3)o2)c1	i	i	i	i	i	-4.8	i	i	i	i	i
O=C(COC(=O)CCc1nc2ccccc2n1-c1ccccc1)Nc1cccc(Cl)c1	i	i	i	i	i	3.2	i	i	i	i	i
COc1ccc(C)cc1NC(=O)C1CCCN(S(=O)(=O)c2cnc[nH]2)C1 (configuration not stated)	i	i	i	i	i	-2.3	i	i	i	i	i
